# PME-1 primary: blocks human protein phosphatase methylesterase 1 | Q9Y570 | recombinant PME-1, FP-Rh probe fluorescence polarization | inhibition, % at 5.9 µM | actives 0.53% (n = 320,000);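 active = inhibition above the campaign mean of all compounds plus 3 SD, cut at about 26% in these data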;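 note: competitive labeling of PME-1 active site by serine hydrolase directed probe; 0% = PME-1 with DMSO and 100% = wells lacking PME-1 enzyme; inhibitors block probe labeling so polarization falls and inhibition rises; many of its hits are not listed in these tables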
# LYPLA2 counter: LYPLA2 (human) inhibition in PME1 counter-screen | O95372 | recombinant LYPLA2, FP-Rh probe fluorescence polarization | inhibition, % at 5.9 µM | actives 0.38% (n = 320,000);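 active = inhibition above the screen-wide mean plus 3 SD, limit set per campaign, cut at about 26% in these data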;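 note: 0% = LYPLA2 with DMSO and 100% = wells lacking LYPLA2 enzyme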
# Target sequence (O95372 whole entry, looked up): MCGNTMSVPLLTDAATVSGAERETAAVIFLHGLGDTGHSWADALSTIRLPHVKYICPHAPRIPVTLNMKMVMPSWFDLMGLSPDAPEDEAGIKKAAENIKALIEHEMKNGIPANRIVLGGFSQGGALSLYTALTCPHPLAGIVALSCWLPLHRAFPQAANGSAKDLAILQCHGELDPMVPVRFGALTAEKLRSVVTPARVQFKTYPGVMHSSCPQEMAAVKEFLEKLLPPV
# PAFAH1B3 FP inh: inhibitors of human PAFAH1B3; recombinant PAFAH1B3, FP-rhodamine probe, fluorescence polarization; inhibition, % at 3.39 µM; actives 0.28% (n = 340,000); AID 492972;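 active = inhibition above the screen-wide average of all tested compounds plus 3 SD, cut at about 25% in these data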;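 note: 0% = enzyme with DMSO only and 100% = wells lacking PAFAH1B3 protein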
# PAFAH2 inh: PAFAH2 (human) inhibition | actives 0.99% (n = 340,000) | recombinant PAFAH2, FP-rhodamine activity probe, fluorescence polarization | Q99487 | inhibition, % at 3.39 µM;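 active = inhibition above the mean over all tested compounds plus 3 SD, cut at about 30% in these data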;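 note: inhibitors block probe labeling of enzyme so polarization drops; 0% = enzyme with DMSO and 100% = wells lacking PAFAH2 protein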
# pPAFAH FP inh: pPAFAH (human) enzyme inhibition; Q13093; recombinant pPAFAH, FP-rhodamine probe fluorescence polarization; inhibition, % at 3.39 µM; actives 1.5% (n = 330,000);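 active = inhibition above the mean inhibition across the screen plus 3 SD, cut at about 25% in these data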;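 note: inhibitors block binding of the rhodamine activity-based probe so polarization drops; 0% = enzyme with DMSO and 100% = wells lacking pPAFAH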
# PAFAH1B2 inh: blocks human PAF acetylhydrolase 1b catalytic subunit 2. actives 1.2% (n = 340,000). AID 492953. P68402. recombinant PAFAH1B2, FP-rhodamine activity probe, fluorescence polarization. inhibition, % at 3.39 µM;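 active = inhibition above the mean of all tested compounds plus 3 SD, cut at about 24% in these data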;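 note: 0% = enzyme with DMSO and 100% = wells lacking PAFAH1B2; many of its hits are not listed in these tables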
# GSTO1 counter: counter-screen for RBBP9 inhibitors: inhibitors of human GSTO1 | P78417 | recombinant GSTO1, activity-based probe fluorescence polarization | inhibition, % at 5.96 µM | actives 1.1% (n = 300,000) | AID 1974;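 active = inhibition above the campaign mean inhibition plus 3 SD, cut at about 35% in these data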;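 note: 0% = GSTO1-1 with DMSO and 100% = wells lacking GSTO1-1 enzyme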
# PAD4 inh: PAD4 (human) enzyme inhibition | recombinant PAD4, RCA probe fluorescence polarization | inhibition, % at 6.36 µM | actives 0.41% (n = 330,000) | AID 485272;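 active = percent inhibition above a cutoff equal to the mean of all tested compounds plus 3 SD, cut at about 15% in these data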;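 note: 0% = PAD4 with RCA probe and DMSO and 100% = probe without PAD4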
# Target sequence (Q9UM07 whole entry, looked up): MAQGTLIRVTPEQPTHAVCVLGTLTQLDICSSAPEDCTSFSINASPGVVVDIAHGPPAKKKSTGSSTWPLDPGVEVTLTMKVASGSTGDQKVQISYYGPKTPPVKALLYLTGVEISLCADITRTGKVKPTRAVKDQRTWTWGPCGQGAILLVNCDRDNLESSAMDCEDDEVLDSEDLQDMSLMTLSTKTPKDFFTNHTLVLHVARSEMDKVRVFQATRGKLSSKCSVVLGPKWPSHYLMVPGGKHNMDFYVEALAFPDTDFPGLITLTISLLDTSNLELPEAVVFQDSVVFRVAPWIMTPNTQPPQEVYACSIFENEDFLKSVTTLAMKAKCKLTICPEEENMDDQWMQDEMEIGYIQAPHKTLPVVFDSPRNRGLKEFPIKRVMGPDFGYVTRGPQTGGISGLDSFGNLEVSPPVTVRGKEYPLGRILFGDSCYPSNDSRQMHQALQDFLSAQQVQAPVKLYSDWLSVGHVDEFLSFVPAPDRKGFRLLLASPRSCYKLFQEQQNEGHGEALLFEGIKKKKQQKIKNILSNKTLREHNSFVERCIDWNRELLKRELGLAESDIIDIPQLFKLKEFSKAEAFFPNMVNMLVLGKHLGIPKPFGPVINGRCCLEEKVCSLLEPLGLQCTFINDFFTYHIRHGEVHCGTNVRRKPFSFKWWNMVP
# LYPLA1 inh: counter-screen for PME1 inhibitors: inhibitors of human LYPLA1; recombinant LYPLA1, FP-Rh probe fluorescence polarization; O75608; actives 0.16% (n = 320,000); inhibition, % at 5.9 µM;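 active = inhibition above the mean of all tested compounds plus 3 SD, set per campaign, cut at about 14% in these data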;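 note: inhibitors block serine hydrolase probe labeling of LYPLA1 so polarization falls; 0% = enzyme with DMSO and 100% = wells lacking LYPLA1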
# * marks the source's active call; other numbers are inactive results; . = no result given.
SMILES,PME-1 primary,LYPLA2 counter,PAFAH1B3 FP inh,PAFAH2 inh,pPAFAH FP inh,PAFAH1B2 inh,GSTO1 counter,PAD4 inh,LYPLA1 inh
Cc1cc(C(=O)Nc2ccc(N3CCCC3)c(Cl)c2)ccc1[N+](=O)[O-],9,-8,4,-5,18,1,-1,-4,-12
O=C(Nc1ccc(F)cc1)NC1CCN(Cc2nnnn2Cc2ccco2)CC1,2,7,6,7,4,0,11,0,2
O=S(=O)(Nc1ccc2c(c1)OCO2)c1ccccc1,0,9,2,6,5,5,2,-2,2
Cc1cccc(NC(=O)N2CCC(n3nnc4cc(C)ccc43)CC2)c1,-5,4,10,11,-1,1,-8,1,-3
NS(=O)(=O)c1ccc(NC(=S)NC(=O)c2ccc3c(c2)OCO3)cc1,3,5,-5,5,7,3,2,-1,-1
COc1ccc(-c2c(C)nn(Cc3ccccc3)c2N)cc1,4,3,6,3,1,1,-5,-2,-1
COc1ccccc1C(=O)NCC(c1cccnc1)N(C)C (configuration not stated),1,8,3,-7,2,0,6,2,-5
CCOc1cc2[nH]c(=O)n(Cc3ccc(C(=O)NCCCN4CCCC4=O)cc3)c(=O)c2cc1OCC,-12,4,7,1,0,-1,4,1,-1
O=C(C1CC1)N1CCN=C1SCc1ccccc1Cl,1,4,1,7,4,3,5,-1,0
C[C@H](CO)N1C[C@H](C)[C@@H](CN(C)C(=O)NC2CCCCC2)Oc2ccc(NC(=O)Nc3ccccc3)cc2C1=O,.,.,12,-5,4,-4,.,-1,.
CCN(CC)S(=O)(=O)c1ccc(N2CCN(C)CC2)c(NC(=O)CSCC(=O)Nc2cccc(C)c2)c1,-3,-2,-11,3,-3,-2,9,3,7
CC(=O)N1CCN(CC(=O)Nc2cc(S(=O)(=O)N3CCOCC3)ccc2C)CC1,2,0,0,3,4,4,-12,4,3
COc1ccc(OC)c(C(O)c2coc3ccc(O)c(CN(C)C)c23)c1 (configuration not stated),-5,3,2,-1,2,5,7,-3,4
COc1cccc(CC(=O)N[C@@H](CCSC)c2nc3ccccc3[nH]2)c1,0,1,6,1,5,3,-3,1,1
Cc1cccc(C)c1N1C(=O)C2ON(c3ccccc3)C(c3ccncc3)C2C1=O (configuration not stated),-7,7,8,-11,6,1,2,3,1
CC(C)NC(=O)c1onc(CSc2cccc(F)c2)c1C(=O)O,4,1,4,12,1,6,-13,3,2
CCCN1C2CCCC1CC(NC(=O)c1cc(OC)cc(OC)c1)C2 (configuration not stated),-4,2,10,0,2,8,3,0,2
C=CCNC(=O)CN(c1ccc(F)c(Cl)c1)S(C)(=O)=O,4,3,5,11,0,-1,-4,-2,-1
O=C(NC(NC(=O)c1ccccc1)c1ccccc1)c1ccccc1,2,9,3,-6,1,7,-7,1,4
Cn1c(SCC(=O)N2c3ccccc3CCc3ccccc32)nnc1-c1cc2ccccc2cc1O,-5,-13,1,-12,13,-3,-31,-4,-8
CN(C)S(=O)(=O)c1ccc(NC(=O)CN2CCCC2c2ccc3c(c2)OCCCO3)cc1 (configuration not stated),6,-5,-2,-4,2,-5,.,1,0
O=C(/C=C\Nc1ccccc1Br)c1ccc2c(c1)OCO2,-13,-12,2,-6,1,2,-11,0,-9
Cc1ccccc1-n1c(C)nnc1SC(C)C(=O)NCC1CCCO1 (configuration not stated),0,1,2,2,6,7,.,-1,-2
Cc1nc(SCC(=O)NCC2CCCO2)c2cc(-c3ccccc3)sc2n1 (configuration not stated),-4,4,-3,2,13,-6,.,4,-2
COc1cc(CN2CCCC(C(=O)Nc3ccccc3Oc3cccnc3)C2)ccc1F (configuration not stated),3,5,-2,-2,0,2,10,-4,2
COc1cc(/C=C2\SC(=S)N(CCC(=O)Nc3ccc(O)cc3)C2=O)cc(OC)c1OC,3,6,2,-8,3,-1,0,-12,1
Cc1cccc(CN2CCC(C(=O)Nc3cccc(-c4cscn4)c3)CC2)n1,-6,-8,8,3,-12,1,-4,3,-1
CCOc1ccccc1-c1cc(C(=O)N/N=C/c2ccc(O)c(OC)c2)c2ccccc2n1,-11,-8,-2,-7,2,3,-2,-5,-6
Cc1cc(C)c(NC(=O)c2ccccc2C(=O)c2ccccc2)c(C)c1,-5,-4,1,-7,3,1,-2,-3,1
O=c1c2cc([N+](=O)[O-])ccc2nc(CN2CCN(c3ccccn3)CC2)n1-c1ccccc1F,5,1,9,8,0,0,2,1,-1
CC(C)Oc1cccc(C(=O)C2CCCN(Cc3cnn(C(C)C)c3)C2)c1 (configuration not stated),1,0,-2,3,2,2,-2,-8,0
O=C(OCc1nnc(-c2ccccc2)o1)c1cc(Cl)ccc1[N+](=O)[O-],4,-1,8,17,2,-10,8,-1,-3
Cc1ccc(CSc2nnc(CS(=O)Cc3ccc(Cl)cc3Cl)n2C)cc1 (configuration not stated),0,3,9,5,11,7,1,0,-2
Cc1ccc(-n2c(Cc3cccn3C)nnc2SCC(=O)NCc2ccco2)cc1,0,-3,3,3,29*,1,9,0,5
O=C(COC(=O)c1cccc(OC(F)F)c1)NCC1CCCO1 (configuration not stated),.,.,5,11,11,1,.,-1,.
C=CCOC(=O)C1=C(C)Nc2ncnn2C1c1cc(Br)ccc1F (configuration not stated),0,8,-2,3,2,7,-6,4,1
CCOC(=O)c1nnc(-c2ccccc2)[nH]c1=O,5,-3,7,-14,3,-9,3,1,2
O=C(CCc1n[nH]c(=O)[nH]c1=O)N/N=C/c1ccc(Br)o1,-6,-1,7,1,1,-2,6,-3,-1
Cc1cc([N+](=O)[O-])c(C)cc1-c1ccc(/C=N/NC(=O)c2cccnc2)o1,4,3,0,5,12,8,19,-1,0
Oc1ccc(N=Nc2n[nH]c(-c3ccccc3)n2)cc1,2,-4,6,8,6,-3,-6,-2,-5
COc1ccc(CCNC(=O)CSc2nc(=O)n3cc(C)ccc3n2)cc1OC,2,3,3,2,6,1,2,0,0
O=C(Cc1ccc(-c2ccccc2)cc1)Nc1ccccc1,-13,-8,3,1,-1,4,-2,0,-2
COc1ccc(NC(=O)CN2CCN(c3nc(-c4ccc(F)cc4)cs3)CC2)c(OC)c1,8,-1,-2,8,7,4,0,-1,0
COCCNC(=O)C(c1ccc(OC)cc1)N(C(=O)Cn1nnc2ccccc21)c1cccnc1 (configuration not stated),1,-1,4,-2,0,4,-7,-7,-2
COc1cc(/C=N/n2cnnc2)ccc1OCc1ccc(C)cc1,-5,1,6,7,-5,3,3,0,-3
O=C(O)c1cc(=O)cc(C(=O)O)[nH]1,-1,0,13,6,2,2,11,-6,2
Cn1ccnc1SCC(=O)NC12CC3CC(CC(C3)C1)C2,-6,-1,-1,10,0,5,5,-1,1
Cn1ncc(Cl)c1C(=O)NC1CCCC1,6,0,5,-2,1,-6,-2,-3,7

# Three of the entries above in order of their number in PAD4 inh, high to low.
SMILES	PAD4 inh
CCOC(=O)c1nnc(-c2ccccc2)[nH]c1=O	1
COc1ccc(NC(=O)CN2CCN(c3nc(-c4ccc(F)cc4)cs3)CC2)c(OC)c1	-1
Oc1ccc(N=Nc2n[nH]c(-c3ccccc3)n2)cc1	-2

# More compounds.
SMILES,PME-1 primary,LYPLA2 counter,PAFAH1B3 FP inh,PAFAH2 inh,pPAFAH FP inh,PAFAH1B2 inh,GSTO1 counter,PAD4 inh,LYPLA1 inh
O=C(Nc1nc2ccccc2n1CCOc1ccccc1)c1ccco1,-4,-3,-6,2,1,6,-14,0,-1
COc1nccc(NCc2ccccc2)c1C#N,-1,7,.,.,1,.,3,7,1
CCOC(=O)CN(C(=O)c1snc(C(N)=O)c1N)C(C(=O)NCCC(C)C)c1ccc(F)cc1 (configuration not stated),3,1,6,3,-3,-1,0,-2,4
O=C(COc1ccc(S(=O)(=O)NC2CCCCC2)cc1Cl)N1CCN(c2ccccc2)CC1,4,8,0,11,15,-2,0,-3,-2
Cc1cccc(C(=O)OCC(=O)N(C)c2ccccc2)c1C,4,-6,-2,3,4,8,0,-1,-3
O=C(Cn1nc(C(=O)O)c2ccccc2c1=O)Nc1cc(S(=O)(=O)N2CCCCC2)ccc1Cl,.,.,1,-6,2,0,.,-2,.
CCN(Cc1nc2cc(Cl)ccc2c(=O)[nH]1)C(=O)c1ccc(C)c(NC(=O)c2ccco2)c1,0,1,4,4,-4,-2,.,2,1
CC(C)C(=O)Nc1c(-c2ccc(Cl)cc2)c(=O)c2ccccc2n1C,-2,-4,6,-5,4,2,4,4,3
COc1ccc(CCn2c(=N)c(C(=O)NCc3ccco3)cc3c(=O)n4cccc(C)c4nc32)cc1,-1,-2,16,10,9,-1,3,-2,0
N/C(CSc1ncccc1C(F)(F)F)=N\O,-3,-1,10,10,-2,9,2,2,-3
COC(=O)c1ccc(NC(=O)COC(=O)c2cccc3c(=O)c(C)c(-c4ccccc4)oc23)cc1,-6,0,5,-25,-2,1,5,-1,-5
O=C(O)c1ccc(N/N=C/c2ccc(C(F)(F)F)cc2)cc1,-2,8,-1,12,17,-5,4,2,5
CCCCC(CC)C(=O)NCCCN1CCN(CCCNC(=O)C(CC)CCCC)CC1 (configuration not stated),1,5,4,0,3,2,-5,1,0
COc1ccc(/C=C(/CC(=O)Nc2ccccc2)c2nc3ccccc3s2)cc1,10,-7,-2,-9,4,-3,-4,-14,-5
Cc1ccc(CNC(=O)CCC(=O)N2CC(C)Sc3ccccc32)cc1 (configuration not stated),4,1,-1,0,-1,6,12,2,0
COc1ccc(C(=O)CC(CC(=O)c2ccc(OC)cc2)C(=O)O)cc1,-2,2,7,2,5,2,10,1,0
Cc1ccc(S(=O)(=O)/N=S(/C)c2ccccc2)cc1 (configuration not stated),-2,-5,8,-3,0,2,-6,-9,-2
Cc1cc(C)c(S(=O)(=O)N(CC(=O)O)CC(=O)O)c(C)c1,-3,2,0,-1,-5,3,0,-3,3
CCOc1ccc(C(CCc2ccccc2)NC(=O)c2ccccc2)cc1OCC (configuration not stated),1,-2,2,-4,-1,-3,-6,1,-3
COc1ccc(-c2cc(C(=O)Nc3cccnc3)c3ccccc3n2)cc1OC,-7,-15,0,5,-1,3,-8,-1,-18
Cc1ccc(OCC(=O)Nc2ccc(S(=O)(=O)Nc3cc(C)nc(C)n3)cc2)c(C)c1,0,5,1,2,6,-1,0,0,-1
C=CCn1c(Br)nc2c1c(=O)[nH]c(=O)n2C,-4,1,2,-10,-3,-1,-1,4,2
Cc1ccc(S(=O)(=O)N2CCC(C(=O)Nc3ccccc3N3CCCC3)CC2)cc1,1,3,0,0,3,4,9,1,-1
COc1ccc(OC)c(NC(=O)c2c(NC(=O)CCC(=O)O)sc3c2CCCCC3)c1,-2,2,-1,-3,6,3,3,-17,-1
CN(C)/C=C/C(=O)c1ccccc1,-4,6,1,-2,9,-1,6,-1,0
Cc1ccc(C(=O)N2CCN(c3ccc(F)cc3)CC2)cc1S(=O)(=O)N1CCCCC1,2,4,5,5,10,2,7,1,0
CCOC(=O)CN(C(=O)COc1nc(C)cc(C)c1C#N)c1ccc(F)cc1,5,2,2,7,2,3,0,-4,2
O=C(CN1c2cccc3cccc(c23)S1(=O)=O)N1CCOCC1,-8,-9,6,2,-3,2,10,-10,-7
O=C(COC(=O)/C=C/c1ccc(C(F)(F)F)cc1)NCC1CCCCC1,0,5,2,30*,3,3,3,-1,3

# Source: PubChem BioAssay (The Scripps Research Institute Molecular Screening Center)

# These rows are one share of the data (hit frequency here may not be typical).
